BB579 growth dn – chemicals that inhibit yeast BB579 growth in restrictive medium (lifespan-shortening candidates); S. cerevisiae BB579 growth, OD615, 48 h; inhibition, % at 10 µM; actives 0.51% (n = 140,000); AID 804;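 active = inhibition above a set limit, 3 SD over the mean compound inhibition, cut at about 44% in these data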; also: inactives centre near -24
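Test system: S. cerevisiae DeaD strain BB579 yeast; Medium: restrictive CSMM-D medium; Compound: one dose, 10 µM compound with 0.25% DMSO; Incubation: 4 h cell preincubation, 48 h compound exposure, 30 °C humidified; Signal: OD at 615 nm; Benchmarks: amphotericin B at 10 µg/mL as positive control.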
E-sel TNF inh – TNF alpha driven E-selectin expression inhibition | HUVEC TNFa-induced E-selectin immunofluorescence, high content | inhibition, % at 2 µM | actives 0.71% (n = 120,000) | AID 1246;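 active = inhibition above the batch mean plus 3 SD, and confirmed as a hit on visual image review, cut at about 43% in these data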;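 also: 0% = TNF-stimulated DMSO wells and 100% = unstimulated control wells; not every result past the cut was called active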
MRP-1 activ – MRP-1 activation | H69AR cells + doxorubicin, viability rescue, CellTiter-Glo | viability increase, % at 10 µM | actives 0.61% (n = 140,000) | AID 799;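 active = viability gain under doxorubicin at or above a set limit, the compound median plus 3 SD, cut at about 4.7% in these data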;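 also: MRP-1 overexpressing cells given doxorubicin 25 µM after compound pretreatment; 18-22 h compound pretreatment then 72 h with doxorubicin before readout; 0% = doxorubicin-only wells and 100% = vehicle-treated cells without doxorubicin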
Phagocytosis inh – inhibitors of macrophage phagocytosis; J774A.1 macrophage IgG-bead phagocytosis, imaging; inhibition, % at 5 µM; actives 0.07% (n = 110,000);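 active = inhibition above the mean of the plate negative controls plus 5 SD, cut at about 13% in these data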;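 also: phagocytic index as fraction of beads internalized from green versus red external bead signal; plate controls were DMSO negative control for no effect and cytochalasin-D positive control for full effect; some results beyond the cut were filed as inactive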
Measles CPE – protection of cells from measles virus. Measles virus-infected cells, CPE protection, absorbance. protection (pct of control), % at 4 µM. actives 1.5% (n = 140,000). AID 841; in the data active = protection mostly above about 24%, no sharp cut-off; inactive = mostly below about 26%; also: some compounds called inactive have numbers as strong as hits
PTEN del growth – PTEN-deleted cell growth suppression; HCT116 PTEN-null viability, CellTiter-Glo, 60 h; active compounds read low; viability, % at 10 µM; actives 1.2% (n = 140,000); AID 827;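 active = viability at or below a set limit, 4 SD under the median of all tested compounds, cut at about 3.7% in these data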;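 also: PTEN knockout HCT116 line with beta catenin targeted HCT116 as companion control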
HCT116 bCat-KO – beta-catenin-lacking colon tumor cell growth suppression | actives 1.5% (n = 140,000) | AID 818 | viability, % at 10 µM | HCT116 beta-catenin knockout viability, CellTiter-Glo, 60 h; active compounds read low;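 active = viability at or under a set limit, the compound median less 4 SD, cut at about 6% in these data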;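 also: 0% = Hyamine 1622 control at 20 µM and 100% = untreated cell control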
NPY Y2 blocker – blocks the human neuropeptide Y Y2 receptor; inhibition, % at 2.7 µM; NPY-Y2 expressing cells, antagonist mode; actives 0.99% (n = 140,000); in the data active = inhibition above about 17%;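 also: 0% = vehicle with agonist challenge and 100% = reference antagonist with challenge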
Target sequence (P49146 whole entry, looked up): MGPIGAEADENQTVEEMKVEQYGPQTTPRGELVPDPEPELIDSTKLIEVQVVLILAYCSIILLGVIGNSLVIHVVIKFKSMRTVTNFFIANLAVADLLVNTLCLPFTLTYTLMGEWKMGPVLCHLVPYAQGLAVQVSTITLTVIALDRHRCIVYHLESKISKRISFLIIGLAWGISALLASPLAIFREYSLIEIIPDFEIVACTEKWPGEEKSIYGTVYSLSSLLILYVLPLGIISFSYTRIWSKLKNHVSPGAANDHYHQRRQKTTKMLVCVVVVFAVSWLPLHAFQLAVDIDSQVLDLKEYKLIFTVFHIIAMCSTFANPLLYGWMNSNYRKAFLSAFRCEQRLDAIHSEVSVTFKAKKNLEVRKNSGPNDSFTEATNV
Yeast lifespan up – yeast lifespan extension. AID 775. S. cerevisiae growth with nicotinamide, OD615; deaD strain in restrictive glucose medium. inhibition of the nicotinamide effect, % at 10 µM. actives 0.68% (n = 130,000);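 active = inhibition above a set limit, placed 3 SD over the median of all compounds, cut at about 26% in these data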;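 also: 0% = nicotinamide-treated wells and 100% = cells grown without nicotinamide; some compounds called inactive have numbers as strong as hits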
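Buffer or medium: CSMM-D glucose medium, restrictive; test system: modified budding yeast, DeaD strain; compound: single dose 10 µM compound, 0.25% DMSO; schedule: culture preincubation 4 h, compound exposure 48 h, both 30 °C; detection: optical density (absorbance) at 615 nm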
GALR2 antag – GALR2 (human) receptor antagonism; inhibition, % at 4 µM; actives 0.39% (n = 140,000); GALR2-expressing cells, antagonist mode; O43603; in the data active = inhibition above about 27%;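 also: cells stimulated with galanin 1-16 at roughly its EC80; 0% = agonist challenge control and 100% = basal control without agonist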
Target sequence (O43603 whole entry, looked up): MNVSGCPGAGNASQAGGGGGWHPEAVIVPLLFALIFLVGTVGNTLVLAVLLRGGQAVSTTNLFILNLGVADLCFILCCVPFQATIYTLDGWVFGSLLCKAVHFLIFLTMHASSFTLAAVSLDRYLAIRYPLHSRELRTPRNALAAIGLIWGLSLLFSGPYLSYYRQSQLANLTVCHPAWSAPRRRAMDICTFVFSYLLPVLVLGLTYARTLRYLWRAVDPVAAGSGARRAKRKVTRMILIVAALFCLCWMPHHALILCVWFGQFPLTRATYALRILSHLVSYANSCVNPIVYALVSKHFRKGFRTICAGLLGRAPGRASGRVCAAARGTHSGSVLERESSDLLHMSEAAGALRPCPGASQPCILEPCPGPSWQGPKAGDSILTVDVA
Active calls of the source: *; / = no result given.

Each structure is followed by: GALR2 antag, E-sel TNF inh, MRP-1 activ, Yeast lifespan up, PTEN del growth, BB579 growth dn, NPY Y2 blocker, Phagocytosis inh, Measles CPE, HCT116 bCat-KO
(1) COC(=O)C(Cc1ccccc1)P(=O)(c1ccccc1)c1ccccc1 (stereo unspecified)
→ -0.9, -8.0, -2.6, 5.7, 95.3, -16.0, -0.9, -0.3, 11.5, 87.2
(2) Cc1ccc2nsnc2c1NC(=S)NC(=O)c1ccco1
→ 24.2, /, -3.2, -4.6, 83.8, -21.6, 0.0, -10.2, 6.4, 95.8
(3) CCN1C(=O)c2cccc3c(S(=O)(=O)NCc4ccccn4)ccc1c23
→ 3.6, 13.6, -1.6, -3.6, 67.8, 15.7, 0.5, 3.7, 11.0, 73.9
(4) CC(=O)Nc1ccc(S(=O)(=O)N(c2cccnc2)S(=O)(=O)c2ccc(NC(C)=O)cc2)cc1
→ -15.7, -3.6, -1.2, /, 96.4, -10.8, -1.4, /, 11.0, 97.9
(5) CC(C)C(=O)N1CCN(CCN=CC2=C(O)CC(c3ccco3)CC2=O)CC1 (stereo unspecified)
→ 9.0, /, -0.5, -8.8, 112.8, -36.8, 1.2, 0.1, 11.1, 88.6
(6) Cc1ccc(NC(=O)COC(=O)c2csc3c2CCC(C)C3)cc1S(=O)(=O)N1CCCCC1 (stereo unspecified)
→ -0.5, /, 4.6, 24.4, 83.0, -9.7, -0.1, -4.1, 4.1, 76.7
(7) Cc1cc(=O)[nH]c(SCC(=O)Nc2ccc(S(=O)(=O)N3CCOCC3)cc2)n1
→ 7.9, -14.2, -0.9, 5.3, 100.3, -62.6, 2.5, /, 15.6, 92.3
(8) O=C(O)c1cccc(N2CCCC2=O)c1
→ 10.3, 1.9, -2.2, -14.6, 92.7, 4.5, 3.1, /, 27.4, 87.6
(9) CC1CN(C(=O)CN2C(=O)c3ccccc3C2=O)CC(C)O1 (stereo unspecified)
→ 4.6, 17.9, -0.3, -1.4, 98.5, -33.9, 1.8, -1.0, 2.2, 103.3
(10) COC(=O)c1cc(NS(=O)(=O)c2ccc(N3CCOCC3)c(NC(C)=O)c2)cc(C(=O)OC)c1
→ 8.0, 3.4, 1.3, 2.2, 97.3, -35.0, 5.8, -4.3, 13.8, 91.7
(11) COc1ccc(N2C(=O)CC(Sc3nccc(C)n3)C2=O)cc1 (stereo unspecified)
→ -16.2, 9.5, -1.7, 0.9, 105.8, -4.1, 2.8, 2.2, 16.5, 103.1
(12) COc1ccc2c(c1)c(=O)c(C(=O)c1ccccc1)cn2Cc1ccccc1
→ -12.2, 0.6, -3.2, 1.4, 29.9, -5.9, 4.1, /, 8.0, 38.9
(13) Nc1c(S(=O)(=O)c2ccccc2)c2nc3ccccc3nc2n1/N=C/c1ccco1
→ 15.6, 10.5, -3.0, -13.0, 59.6, -46.2, 1.1, -1.2, 2.6, 65.5
(14) COc1cccc(CNc2nc3nc(C)c(Cl)c(C)n3n2)c1
→ -5.5, 14.7, -2.9, -6.6, 93.2, -40.1, 4.0, -1.0, 8.1, 92.3
(15) Oc1ccc(-c2onc(C(F)(F)F)c2-c2cscn2)c(O)c1
→ 7.1, 10.0, -0.6, -3.3, 87.2, -23.8, 2.1, -0.9, 4.1, 89.4
(16) Cc1ccc(-n2c(=O)c(C#N)cc3c(=O)n4ccccc4nc32)cc1
→ -5.5, -13.9, 0.7, -0.2, 88.3, -14.5, 0.1, -5.5, 6.6, 89.2
(17) CCc1ccc(NS(=O)(=O)c2cccs2)cc1
→ 4.7, -36.5, -2.0, -11.3, 98.2, 19.9, -0.9, -1.2, 20.3, 99.7
(18) O=C1c2ccccc2C(=O)N1c1ncccn1
→ -1.7, /, -0.9, 38.9, 104.1, -22.1, -0.4, 5.1, 12.1, 99.5
(19) CCNC(=S)N1CCC(c2nc3cc(C)c(C)cc3[nH]2)CC1
→ -9.7, /, -3.4, -2.4, 80.6, -12.9, 2.9, -9.2, 24.6, 84.0
(20) O=C(NCc1cccnc1)c1cnc2n(c1=O)CCS2
→ -6.2, 21.6, -1.5, /, 97.2, 3.3, -0.1, /, 18.8, 90.7
(21) Cc1cc(=O)[nH]c(SCC(=O)C23CC4CC(CC(C4)C2)C3)c1C#N
→ 6.1, /, -1.1, 23.0, 84.7, -30.1, 0.6, -1.5, 22.2, 87.9
(22) CCCN=C(Nc1ccc(Cl)cc1)c1cccnc1
→ -9.1, /, -1.4, -8.4, 89.8, -60.4, 3.6, -0.2, 0.5, 89.2
(23) CCOC(=O)c1c(C)[nH]c(C(=O)CSc2ccccc2)c1C
→ 3.7, 1.1, -2.1, -24.9, 89.9, -24.8, 4.2, 1.1, 8.8, 92.9
(24) CCOc1ccc(NC(=O)c2cccc(OC(=S)N3CCC(C)CC3)c2)cc1
→ -10.2, 7.3, -3.4, -10.8, 96.1, -27.0, 1.8, /, 21.0, 106.9
(25) Cn1cnnc1SCC(=O)Nc1sc2c(c1C#N)CCCCC2
→ -0.7, 6.6, -4.2, -0.4, 96.5, -22.8, 0.1, /, 32.1*, 94.7
(26) O=C(c1cccc(F)c1)N1CCCN(C(=O)c2cccc(F)c2)CC1
→ -2.2, /, 0.1, -1.4, 98.5, 5.5, 2.3, 1.3, 3.2, 94.1
(27) CCCn1c(SCC(=O)c2ccc(CC)cc2)n[nH]c1=O
→ -7.7, -24.8, 0.1, -14.4, 86.8, 1.8, 1.4, -0.6, 8.9, 91.3
(28) CC(NC(=O)CN1CCN(c2ncccn2)CC1)c1ccc(F)cc1 (stereo unspecified)
→ 9.8, 10.1, -3.1, -1.5, 86.6, -37.7, 0.4, -2.0, 45.9, 87.4
(29) Oc1cc(Cc2ccccc2)cnc1CN1CCOCC1
→ 5.7, -4.5, 0.0, -6.4, 93.7, -35.4, 5.0, -0.3, 9.0, 93.3
(30) Cc1ccc(-n2c(C)n[nH]c2=S)cc1C
→ -2.3, 13.1, 1.2, 0.7, 99.7, 1.7, 2.2, -4.0, 3.0, 95.1
(31) O=C(c1cnc2n(c1=O)CCS2)N1CCc2ccccc21
→ 4.3, -20.1, -2.5, 7.8, 93.0, -10.0, 0.7, /, 1.0, 85.6
(32) O=C(Nc1ccc(OC(F)(F)F)cc1)C1CCCN(S(=O)(=O)c2cccnc2)C1 (stereo unspecified)
→ -1.9, -45.0, -2.6, -8.3, 74.3, 6.5, -1.8, 0.0, 1.5, 81.2
(33) O=C(CCN1C(=O)S/C(=C/c2ccc(Cl)cc2)C1=O)N1CCOCC1
→ 4.7, -2.4, -2.6, -3.5, 88.3, -48.5, 0.9, -7.6, 42.4*, 92.4
(34) CCc1cc[n+](-c2nc3ccccc3nc2[N-]S(=O)(=O)c2ccc(Br)s2)cc1
→ 4.0, /, -1.3, 7.1, 91.7, -9.5, -0.2, -3.5, 9.2, 90.8
(35) COc1ccc(C2C3C(C)=NN=C3CC(C)(O)C2C(C)=O)cc1 (stereo unspecified)
→ -6.5, /, -1.5, 0.2, 84.5, -2.1, 1.9, -5.8, 8.9, 96.3
(36) COc1ccc(C2C(C#N)=C(N)OC3=C2C(=O)CCC3)cc1Cn1cc([N+](=O)[O-])cn1 (stereo unspecified)
→ -4.5, -14.3, -3.0, 0.0, 75.8, -6.8, 1.1, -0.2, 9.9, 76.1
(37) CC1CN(c2ccc(C(F)(F)F)cc2[N+](=O)[O-])CCN1S(C)(=O)=O (stereo unspecified)
→ 2.0, /, -2.2, -4.2, 71.5, -36.3, -1.4, -9.2, 4.1, 79.7
(38) O=C(NCC1COCCO1)C1CCN(S(=O)(=O)c2ccccc2)CC1 (stereo unspecified)
→ 3.7, -13.3, 0.5, -10.8, 99.0, 4.0, 1.8, 0.7, 13.3, 108.9
(39) Cc1nc2cc(NC(=O)NCc3ccc4c(c3)OCO4)ccc2o1
→ 0.8, 26.6, -4.3, -2.8, 96.0, -12.2, 4.5, -1.1, 10.7, 94.5
(40) CCOC(=O)c1ccc(NC(=O)NS(=O)(=O)c2ccc(C)cc2)cc1
→ 12.2, -8.5, -0.8, -11.0, 91.6, -26.2, -1.4, -0.6, 17.1, 89.8
(41) Cc1cc2c(cc(C(=O)NCc3cccnc3)n2Cc2ccc(Cl)cc2)o1
→ -10.7, /, 0.4, -5.9, 96.2, -33.1, 1.0, -1.0, 5.5, 89.5
(42) CCOCCCNC(=O)CN(Cc1ccc(Cl)cc1)S(C)(=O)=O
→ -3.3, -31.5, -0.7, -10.3, 105.3, -51.0, 0.9, -0.4, 5.2, 97.6
(43) CCOC(=O)C(/C=N/c1cc(C)nn1-c1ccccc1)=C(\C)O
→ -1.6, /, -2.8, -7.7, 78.1, -5.6, -0.1, -0.4, 8.8, 88.3
(44) CC(C)c1nc2sc3c(SCC(=O)NCc4ccco4)ncnc3c2c2c1CCC2
→ -8.7, -1.5, -2.6, -7.7, 75.9, -11.6, 4.4, 0.8, 4.1, 75.1
(45) CCOC(=O)Cn1cc(C(=O)C2CC2)c2ccccc21
→ -0.7, -33.2, -1.4, -7.3, 96.8, -18.9, 1.5, -0.5, 4.5, 96.5
(46) CNc1nc2c(c(=O)[nH]c(=O)n2C)n1CCOC
→ 1.8, /, -1.1, -13.1, 86.8, 15.1, 1.9, 0.0, 9.6, 94.7
(47) Nc1c(C(=O)NCc2cccnc2)sc(=S)n1-c1ccccc1
→ 10.7, -28.6, -0.5, -6.4, 114.0, -22.5, 0.4, 1.5, 22.1, 90.9
(48) CCCOC(=O)c1ccc(NC(=O)c2ccc(Br)o2)cc1
→ 9.4, /, 3.9, -6.7, 72.6, 10.6, 1.7, -5.8, 4.0, 79.8
(49) CC(C)[C@H](NC(=O)c1ccc(Cl)c([N+](=O)[O-])c1)C(=O)NCc1ccc(F)cc1
→ 2.1, 13.8, 0.3, 6.3, 81.2, -9.1, -0.5, -4.2, 10.4, 89.8
(50) O=C(COc1nc2ccccc2nc1N1CCOCC1)NC1CCCCC1
→ 3.6, /, -3.6, -4.3, 91.6, -16.2, 3.8, -6.2, 19.0, 96.5
(51) COc1cccc(NC(=O)c2ccn(C)n2)c1
→ -7.6, -7.4, -1.5, /, 89.3, 0.3, 1.4, /, 14.6, 86.5
(52) CCN(CCO)c1cc(Cl)nc(SC)n1
→ -2.5, 13.0, -2.0, -4.5, 102.2, -23.1, 1.2, /, 2.2, 98.7

From PubChem BioAssay
